GLP1R ag – activates the human GLP-1 receptor; P43220; HEK293 GLP-1R CRE-luciferase, luminescence, 4-6 h; cells express a hypersensitive GLP-1R form; Potency, µM (top dose mostly 45.6 µM), without a hit: at the highest dose activation, actives largely listed as activators; actives 0.007% (n = 380,000); AID 624172; further: potency means the concentration at half of the fitted maximal effect; % of control where 0% means no effect
FUS yeast rescue – rescues growth of FUS-expressing yeast; S. cerevisiae FUS-expressing, growth rescue, OD600, 24 h; Potency, µM (top dose mostly 76.6 µM), for inactives: top-dose growth rescue (activation), actives largely listed as activators; actives 0.24% (n = 390,000);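 further: potency means the concentration at half of the fitted maximal effect; plate controls were DMSO vehicle for no effect and reference control for full effect; nearly all actives have a fitted effect of over 55% in size; some results filed as inactive show a strong effect at the top dose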
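Toxicity suppression screen in FUS-yeast. Cells induced with 2% galactose, starting OD 0.005, treated 24hr at 30C with compounds at multiple final concentrations; growth by OD600.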
D3 antag – D3 dopamine receptor (human) antagonism | D3R cells, DiscoveRx beta-arrestin luminescence, antagonist mode; stronger effect = lower value | max response, negative = inhibition, % | actives 2.5% (n = 360,000) | AID 652054; in the data active means max response below about -50%; inconclusive means no clear call, values can overlap the other calls; further: on the % scale 0 is the no-effect control and ±100 the full control effect; mostly tested at two doses, the higher about 12 µM
Target sequence (P35462 whole entry, looked up): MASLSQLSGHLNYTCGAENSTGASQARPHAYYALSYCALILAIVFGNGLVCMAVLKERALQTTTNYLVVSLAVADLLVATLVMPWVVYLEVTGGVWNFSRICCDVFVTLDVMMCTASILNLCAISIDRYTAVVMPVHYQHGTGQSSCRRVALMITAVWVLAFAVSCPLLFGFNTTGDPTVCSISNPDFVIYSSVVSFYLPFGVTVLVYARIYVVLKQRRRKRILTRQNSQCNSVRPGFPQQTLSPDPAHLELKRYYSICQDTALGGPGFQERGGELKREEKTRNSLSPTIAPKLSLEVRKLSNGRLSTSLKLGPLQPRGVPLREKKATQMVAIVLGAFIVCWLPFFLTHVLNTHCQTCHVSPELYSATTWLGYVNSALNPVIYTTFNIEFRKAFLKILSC
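Cells plated overnight at 1500 cells/well, then exposed to library compounds with dopamine controls for 90 minutes at 37 degrees C. DiscoveRx reagent added for 30–60 minutes at room temperature; luminescence read, quantitative HTS format.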
Akt phos inh – inhibitors of Akt phosphorylation; activity change, % for hits at 50 µM; Neuro2A IGF-stimulated pAkt S473 HTRF, 20 min; stronger effect = lower value; actives 0.32% (n = 360,000); in the data active means activity change below about -80%; inconclusive means mostly about -51% to -80%; further: on the % scale 0 is the no-effect control and ±100 the full control effect
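Single-point screen (50 µM final compound) in Neuro2A cells stimulated 20 min with 6 nM IGF at 37 deg C. After lysis, Ser473-phosphorylated Akt read by HTRF (ex 330 nm, em 615/665 nm) as the 665/615 ratio.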
Abeta yeast res – compounds reversing amyloid beta toxicity in yeast | yeast expressing A-beta42, growth rescue, OD600, 48 h; response scale: 0% DMSO, 100% iron-clioquinol control | actives 0.063% (n = 410,000) | Potency, µM (top dose mostly 46.1 µM), for the others: at the top dose growth rescue, most hits filed as activators; further: potency means the concentration at half of the fitted maximal effect; nearly all actives have a fitted effect of over 55% in size
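Growth rescue measured by 600 nm absorbance after 48 h yeast culture at 30 C with compound. Values normalized between DMSO and an equimolar ferric chloride plus clioquinol control.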
aSyn rescue – alpha-synuclein toxicity inhibition in yeast. Yeast expressing alpha-synuclein, growth rescue, BacTiter-Glo, 24 h. Potency, µM (titrated, usually from 46.1 µM), for the others: top-dose growth rescue (activation), actives largely listed as activators. actives 0.14% (n = 370,000); further: potency means the concentration at half of the fitted maximal effect; % of control where 0% means no effect; nearly all actives have a fitted effect of over 65% in size
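Screening used galactose-induced yeast with toxic alpha-synuclein levels, exposed to compound for 24 hr at 30 deg C. Cell growth, read with BacTiter-Glo luminescence, gave the measured signal.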
GLP1R inv ag – inverse agonists of human GLP-1 receptor; P43220; HEK293 GLP-1R CRE-luciferase, luminescence, 24 h; GLP-1R form is constitutively active; Potency, µM (titrated, usually from 38.3 µM), for inactives: at the top dose activity change, negative = inhibition, hits mostly inhibitors; actives 1.6% (n = 410,000); AID 624417; further: potency means the concentration at half of the fitted maximal effect; on the % scale 0 is the no-effect control and ±100 the full control effect; nearly all actives have a fitted effect of over 55% in size
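GLP-1R inverse agonism mode: basal reporter luminescence in engineered HEK293 cells measured after one day of compound exposure at 37 deg C, with a 12 min room-temperature detection step.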
TDP43 rescue – TDP-43 toxicity inhibition in yeast; TDP-43 expressing yeast growth rescue, BacTiter-Glo, 24 h; Potency, µM (top dose mostly 46.1 µM), without a hit: at the highest dose growth rescue (activation), actives largely listed as activators; actives 1.8% (n = 410,000); AID 652104; further: potency means the concentration at half of the fitted maximal effect; % of control where 0% means no effect; nearly all actives have a fitted effect of over 50% in size
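In this qHTS, compounds that restore growth of yeast expressing TDP-43 appear as activators. Cells (OD600=0.02, galactose medium, raffinose-pregrown) are incubated with compound 24 hr at 30 deg C and growth is quantified by BacTiter-Glo.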
PTHR1 agonist – agonists of human PTHR1 parathyroid hormone receptor; Q03431; HEK293 GP2 PTHR1 cells, GloSensor cAMP luminescence, 1 h; Potency, µM (titrated, usually from 115 µM), without a hit: at the top dose activation, hits mostly activators; actives 0.075% (n = 410,000); AID 743266; further: potency means the concentration at half of the fitted maximal effect; nearly all actives have a fitted effect of over 55% in size; some results filed as inactive show a strong effect at the top dose; inactives centre near -15; many of its hits are not listed in these tables
Target sequence (Q03431 whole entry, looked up): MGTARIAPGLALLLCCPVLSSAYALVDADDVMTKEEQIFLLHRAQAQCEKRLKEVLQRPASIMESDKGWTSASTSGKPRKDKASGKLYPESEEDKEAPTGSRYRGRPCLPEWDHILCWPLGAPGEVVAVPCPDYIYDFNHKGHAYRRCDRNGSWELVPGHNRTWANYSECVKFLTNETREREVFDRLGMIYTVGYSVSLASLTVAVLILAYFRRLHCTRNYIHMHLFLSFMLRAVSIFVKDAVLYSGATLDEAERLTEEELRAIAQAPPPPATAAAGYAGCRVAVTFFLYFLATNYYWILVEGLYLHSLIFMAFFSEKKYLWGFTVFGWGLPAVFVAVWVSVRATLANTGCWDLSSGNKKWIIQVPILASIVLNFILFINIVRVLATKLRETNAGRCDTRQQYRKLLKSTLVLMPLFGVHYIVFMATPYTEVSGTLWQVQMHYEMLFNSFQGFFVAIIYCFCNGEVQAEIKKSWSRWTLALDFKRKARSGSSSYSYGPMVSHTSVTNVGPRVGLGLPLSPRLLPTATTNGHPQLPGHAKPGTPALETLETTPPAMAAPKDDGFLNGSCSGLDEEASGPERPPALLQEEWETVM
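HEK-293-derived GP2 cells expressing PTHR1 and a GloSensor cAMP reporter, 3,000/well, plated overnight, given luciferin plus IBMX (each 0.5 mM as added) for 1 h at 37 °C, then compound for 1 h at 37 °C. Luminescence was read after 15 min at room temperature.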
Numbers without * were called inactive; i = inactive; u = inconclusive; x = no result given; [ ] = remark or other dose. Unless noted, the call rests on the fitted dose curve; in most records, active means well fitted curve in the direction sought with a large enough effect; inconclusive means small, poorly fitted or top-dose-only effect, or another doubt; inactive means no such curve, though single readings can be large; an effect the other way counts as inactive or inconclusive. The list is partial; rates above refer to the full screens.

1. Clc1cccc(Oc2cnns2)c1Cl
2. CS(=O)(=O)N1CCCC(C(=O)NCCCN2CCOCC2)C1 (configuration not stated)
3. CCCCCCCCN1C(=O)[C@H](CC(=O)NCCCC)C[C@@]2(C(=O)OC)CC(C)(C)CC=C12
4. O=C1CS(=O)(=O)C2(C(=O)Nc3ccccc32)N1c1cccc(Cl)c1 (configuration not stated)
5. Cn1cccc1C1Nc2ccccc2NC2=C1C(=O)CC(C)(C)C2 (configuration not stated)
6. COc1ccc(C(=O)N/C(=C/c2cccs2)c2nc3ccccc3[nH]2)cc1OC
screen / no.,1,2,3,4,5,6
GLP1R ag,8%,-5%,x,-1%,3%,15%
FUS yeast rescue,44%,-3%,u,6%,u,11%
D3 antag,-13,-23,-4,x,u,19
Akt phos inh,i,i,i,x,i,i
Abeta yeast res,-20%,3%,16%,0%,-17%,2%
aSyn rescue,-29%,-9%,0%,0%,-2%,2%
GLP1R inv ag,11%,0%,-9%,-13%,10%,14%
TDP43 rescue,-20%,-4%,-14%,21%,-17%,22%
PTHR1 agonist,-68%[inhibitor],-13%,-41%,i,20%[57.5 µM],-5%

7. COc1ccccc1NC(=O)CNC(=O)Cn1cnc2sc(C)c(C)c2c1=O
8. CC(=O)c1ccc(OC(C)C)c(CSC(=N)N)c1
9. COc1ccc(NC(=O)CSc2nnc(-c3ccccn3)n2N)c(OC)c1
10. CC(NC(=O)c1ccco1)C(=O)N1CCN(S(=O)(=O)c2ccccc2C#N)CC1 (configuration not stated)
11. COc1ccc(C(=O)N2CCN(c3cnn(-c4ccccc4)c(=O)c3Cl)CC2)cc1
12. COc1ccc(OC)c(NC(=O)CN(c2ccc(C(C)C)cc2)S(=O)(=O)c2c(C)noc2C)c1
screen / no.,7,8,9,10,11,12
GLP1R ag,3%,-4%,6%,-5%,3%,0%
FUS yeast rescue,-3%,-3%,10%,-5%,10%,u
D3 antag,-8,-10,0,-1,16,44
Akt phos inh,i,i,i,i,i,i
Abeta yeast res,10%,-4%,1%,-8%,-25%,6%
aSyn rescue,-6%,-2%,-5%,2%,1%,4%
GLP1R inv ag,u,-12%,9%,6%,-28%,u
TDP43 rescue,-8%,12%,-15%,12%,x,10%
PTHR1 agonist,-6%,-21%,i,i,-10%,-2%

13. CCCCNc1ccc(-c2nc(-c3ccccc3)no2)cc1[N+](=O)[O-]
14. CCOC(=O)c1sc(NCCNc2nc(C)c(C(=O)OCC)s2)nc1C
15. O=C(CN(c1ccc(F)cc1)S(=O)(=O)c1ccc2c(c1)OCCO2)Nc1cccnc1
16. Cc1ccc(NC(=O)c2ccc(OC(F)(F)F)cc2)cc1S(=O)(=O)N(C)C
17. O=C(Cc1cccs1)Nc1nc(-c2ccc(F)cc2F)cs1
18. COc1cc(=O)[nH]c(SCC(=O)Nc2nc3c(s2)CCCC3)n1
screen / no.,13,14,15,16,17,18
GLP1R ag,x,-1%,-3%,-1%,-3%,1%
FUS yeast rescue,-1%,-5%,-16%,x,21%,-11%
D3 antag,x,15,-25,8,36,-22
Akt phos inh,x,-112%*,i,i,i,i
Abeta yeast res,-12%,19%,34%,-2%,u,-17%
aSyn rescue,x,7%,-1%,-18%,-15%,10%
GLP1R inv ag,16%,1%,-1%,u,u,14%
TDP43 rescue,-2%,-25%,19%,24%,u,-7%
PTHR1 agonist,-2%,i,i,-19%,u,i

Retrieved one by one from above:
15. O=C(CN(c1ccc(F)cc1)S(=O)(=O)c1ccc2c(c1)OCCO2)Nc1cccnc1
14. CCOC(=O)c1sc(NCCNc2nc(C)c(C(=O)OCC)s2)nc1C
screen / no.,15,14
GLP1R ag,-3%,-1%
FUS yeast rescue,-16%,-5%
D3 antag,-25,15
Akt phos inh,i,-112%*
Abeta yeast res,34%,19%
aSyn rescue,-1%,7%
GLP1R inv ag,-1%,1%
TDP43 rescue,19%,-25%
PTHR1 agonist,i,i

Next part.
19. CC(C)c1ccc(OCC(=O)Nc2ccncc2)cc1
20. CCc1cccc(NC(=O)c2sc3nc[nH]c(=O)c3c2C)c1
21. COc1ccc(NS(=O)(=O)N2CCCCC2)cc1
22. Cc1cc(-c2csc(N)n2)c(C)n1CCc1ccccc1
23. O=c1cc(O)c2ccccc2n1Cc1ccccc1F
24. Cc1ccc2nc(NC(=O)c3cc(-c4ccco4)nc4ccccc34)sc2c1
screen / no.,19,20,21,22,23,24
GLP1R ag,20%,x,4%,-7%,1%,-10%
FUS yeast rescue,4%,-17%,0%,u,13%,5%
D3 antag,-9,x,0,-19,12,11
Akt phos inh,i,x,i,i,i,i
Abeta yeast res,5%,-9%,-2%,-5%,12%,6%
aSyn rescue,-5%,x,1%,-4%,3%,3%
GLP1R inv ag,-24%,15%,13%,5%,19%,-21%
TDP43 rescue,-19%,7%,-8%,-6%,20%,16%
PTHR1 agonist,-1%,i,i,i,-19%,i

25. CC(/C=N/n1c(COc2ccccc2)n[nH]c1=S)=C\c1ccco1
26. COc1cc2ccccc2cc1C(=O)NC(=S)Nc1nnn(C)n1
27. CC(C)OC(=O)CC12CN(C)CC(CC(=O)OC(C)C)(CN(C)C1)C2=O
28. COc1ccc(C(C)=O)cc1Cn1c(C)c(C(=O)NCc2cccc(Cl)c2)sc1=O
29. CSc1ccc(Cl)c(C(=O)N2CCOc3ccccc32)c1
30. CCCCNC(=O)CCc1nc2cccnc2n1Cc1ccc(OC)cc1
screen / no.,25,26,27,28,29,30
GLP1R ag,7%,10%,3%,6%,6%,13%
FUS yeast rescue,-4%,3%,-5%,20%,4%,6%
D3 antag,1,1,-18,15,22,9
Akt phos inh,i,i,i,i,i,i
Abeta yeast res,-1%,7%,-1%,2%,4%,2%
aSyn rescue,0%,7%,-2%,6%,1%,-5%
GLP1R inv ag,1%,0%,5%,13%,u,-14%
TDP43 rescue,u,-8%,-11%,0%,u,-4%
PTHR1 agonist,-20%,i,-5%[57.5 µM],-48%[inhibitor],-53%[inhibitor],i

31. CCn1c(Sc2ccc([N+](=O)[O-])cn2)nnc1-c1ccco1
32. O=C(NCCO)c1ccc2c3n(nc2c1)-c1ccccc1CO3
33. OCC[C@@H]1C[C@@H](O)[C@H](O)[C@@]2(CCCCO2)O1
34. Cc1cc(C)nc(SCC(=O)N/N=C/c2ccc3c(c2)OCO3)n1
35. Nc1nonc1-n1nnc(C(=O)N/N=C/c2ccccc2Cl)c1-c1ccccc1
36. Cc1ccc(-n2c(Cc3ccccc3)n[nH]c2=S)cc1
screen / no.,31,32,33,34,35,36
GLP1R ag,-3%,-1%,1%,-5%,-1%,-8%
FUS yeast rescue,23%,-7%,-16%,x,-12%,27%
D3 antag,-7,0,0,10,-2,6
Akt phos inh,i,i,i,i,i,i
Abeta yeast res,-27%,-4%,1%,6%,-14%,17%
aSyn rescue,3%,-2%,0%,1%,3%,13%
GLP1R inv ag,u,-23%,2%,19%,u,-4%
TDP43 rescue,-13%,4%,0%,3%,-8%,u
PTHR1 agonist,i,-8%,-16%,i,i,-3%[57.5 µM]

37. COc1ccc(NC(=O)CC(C)S(=O)(=O)c2cc3c(cc2C)NC(=O)CO3)cc1OC (configuration not stated)
38. Cc1ccc(NC(=O)COC(=O)CN2CCSC2=O)cc1Cl
39. CC1(C(=O)Nc2ccccc2Br)CCN1C(=O)CC1CC1 (configuration not stated)
40. c1ccc(Nc2nc(Nc3ccccc3)nc(N3CCNCC3)n2)cc1
41. COc1ccc(C2C3=C(CC(C)(C)CC3=O)Nc3c2c(=O)[nH]c(=O)n3Cc2ccccc2)cc1OC (configuration not stated)
42. COc1ccc(/C=C/C(=O)c2ccccc2O)cc1CN1CCOCC1
43. CC(C)C[C@H]1CNC(=S)N1C[C@H]1CCCN1C[C@H](Cc1ccc(O)cc1)N1C[C@H](Cc2ccccc2)N(CC2CCCCCC2)C1=S
44. COc1ccccc1-c1sc2cc3c(cc2c1C#Cc1ccccn1)OCO3
screen / no.,37,38,39,40,41,42,43,44
GLP1R ag,x,-3%,1%,9%,-12%,-8%,1%,-4%
FUS yeast rescue,-19%,-9%,-11%,12%,15%,7%,u,37%
D3 antag,x,12,27,-10,18,3,-16,66
Akt phos inh,x,i,i,i,i,i,i,i
Abeta yeast res,-4%,9%,-2%,-10%,-13%,-5%,-4%,8%
aSyn rescue,x,2%,7%,-12%,7%,-1%,-31%[inhibitor],-35%[inhibitor]
GLP1R inv ag,-1%,9%,8%,u,4%,u,u,u
TDP43 rescue,16%,u,u,-9%,-16%,-4%,u,18%
PTHR1 agonist,i,i,i,u,-14%[57.5 µM],-11%[57.5 µM],-19%,i

One compound at a time, as listed above. Order of values: GLP1R ag	FUS yeast rescue	D3 antag	Akt phos inh	Abeta yeast res	aSyn rescue	GLP1R inv ag	TDP43 rescue	PTHR1 agonist
Listed for c1ccc(Nc2nc(Nc3ccccc3)nc(N3CCNCC3)n2)cc1 → 9%	12%	-10	i	-10%	-12%	u	-9%	u
Listed for CC1(C(=O)Nc2ccccc2Br)CCN1C(=O)CC1CC1 (configuration not stated) → 1%	-11%	27	i	-2%	7%	8%	u	i
Listed for COc1ccccc1-c1sc2cc3c(cc2c1C#Cc1ccccn1)OCO3 → -4%	37%	66	i	8%	-35%[inhibitor]	u	18%	i

Bioassay records (PubChem BioAssay)
